p53 reactivation: re-activators of mutant p53; H1299 p53-A138V BP100-luciferase reporter, luminescence, 24 h; Potency, µM (titrated, usually from 92.2 µM), inactives show top-dose activity change, positive = activation, most hits filed as activators; actives 0.063% (n = 320,000); AID 504706; note: potency is the fitted concentration of half-maximal effect; % of control where 0% means no effect; nearly all actives have a fitted effect of over 45% in size
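p53-null H1299 cells stably carrying temperature-sensitive p53-A138V and a BP100-luciferase reporter were pinned with compounds (4-point, 1:5 series) and held 24 hrs at 37 deg C. Luminescence was read 10 min after detection reagent.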
USP2a inh: blocks human ubiquitin-specific protease USP2a. actives 0.01% (n = 330,000). Potency, µM (series often up to 38.3 µM), without a hit: at the highest dose activity change, negative = inhibition, hits mostly inhibitors. USP2 core, Ub-CHOP2 coupled fluorogenic reporter, 485/531;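 note: potency is the fitted concentration of half-maximal effect; plate controls were DMSO wells for no effect and full inhibition by NEM control for full effect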
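Deubiquitinase activity read as fluorescence (485/531 nm) after Ub-CHOP2 cleavage activates the enterokinase reporter on its substrate; USP2 core 10nM, Ub-CHOP2 and substrate 25nM each, 30min compound preincubation then 60min RT; data normalized to NEM, curves fitted.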
PTAP TSG101 blk: blocks PTAP/TSG101 interaction to inhibit HIV-1 budding. Potency, µM (series often up to 115 µM), inactives show at the highest dose activity change, negative = inhibition, usual class: inhibitors. Fluorescence polarization, FITC-PTAP peptide / Tsg101 binding. Q99816. AID 493005. 340,000 tested, under 10 active; active = well fitted inhibition curve with a large enough effect in the main read-out, with a control signal flat, not every such curve was filed as active; inconclusive = small, poorly fitted or top-dose-only effect, or effect the other way, or a change in a side signal; inactive = no such curve, though single readings can be large or run the other way; note: potency is the fitted concentration of half-maximal effect; % of control where 0% means no effect
Target sequence (Q99816 whole entry, looked up): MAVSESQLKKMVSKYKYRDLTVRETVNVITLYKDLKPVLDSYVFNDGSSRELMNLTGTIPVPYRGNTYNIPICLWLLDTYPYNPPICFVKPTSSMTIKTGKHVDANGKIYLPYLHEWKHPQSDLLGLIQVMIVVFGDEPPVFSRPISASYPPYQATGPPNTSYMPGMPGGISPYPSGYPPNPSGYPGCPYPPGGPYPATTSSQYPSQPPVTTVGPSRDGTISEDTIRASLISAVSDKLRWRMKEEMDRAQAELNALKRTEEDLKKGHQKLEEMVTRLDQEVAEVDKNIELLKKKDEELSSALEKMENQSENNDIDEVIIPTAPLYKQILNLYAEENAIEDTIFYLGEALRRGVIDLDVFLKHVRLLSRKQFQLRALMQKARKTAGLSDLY
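Tsg101 binding domain (10 uM final) was mixed with compound and a FITC-labeled PTAP peptide (50 nM final) in HEPES pH 7.5 buffer with NaCl, Tween 20, EDTA and TCEP; fluorescence polarization was read after 20 min at r.t.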
uPA generation: inhibitors of cell surface uPA generation | Potency, µM (doses to about 38.3 µM), for inactives: at the highest dose activity change, negative = inhibition, actives largely listed as inhibitors | AID 540303 | cell surface uPA generation assay, qHTS | actives 0.31% (n = 330,000); active = well fitted inhibition curve with a large enough effect; inconclusive = small, poorly fitted or top-dose-only effect; inactive = no such curve, though single readings can be large or run the other way; tested in mouse RAW 264.7 cells; note: potency is the fitted concentration of half-maximal effect; % is set by controls: 0 for no effect and ±100 for the full control effect; nearly all actives have a fitted effect of over 55% in size
Eya2 inh: Eya2 (human) phosphatase inhibition; recombinant Eya2, OMFP fluorescence dephosphorylation (OMFP is methylfluorescein phosphate); Potency, µM (highest dose often 76.9 µM), for inactives: at the highest dose activity, negative = inhibition, hits mostly inhibitors; actives 0.006% (n = 330,000); AID 488837; note: potency is the fitted concentration of half-maximal effect; % is set by controls: 0 for no effect and ±100 for the full control effect
Target sequence (O00167 whole entry, looked up): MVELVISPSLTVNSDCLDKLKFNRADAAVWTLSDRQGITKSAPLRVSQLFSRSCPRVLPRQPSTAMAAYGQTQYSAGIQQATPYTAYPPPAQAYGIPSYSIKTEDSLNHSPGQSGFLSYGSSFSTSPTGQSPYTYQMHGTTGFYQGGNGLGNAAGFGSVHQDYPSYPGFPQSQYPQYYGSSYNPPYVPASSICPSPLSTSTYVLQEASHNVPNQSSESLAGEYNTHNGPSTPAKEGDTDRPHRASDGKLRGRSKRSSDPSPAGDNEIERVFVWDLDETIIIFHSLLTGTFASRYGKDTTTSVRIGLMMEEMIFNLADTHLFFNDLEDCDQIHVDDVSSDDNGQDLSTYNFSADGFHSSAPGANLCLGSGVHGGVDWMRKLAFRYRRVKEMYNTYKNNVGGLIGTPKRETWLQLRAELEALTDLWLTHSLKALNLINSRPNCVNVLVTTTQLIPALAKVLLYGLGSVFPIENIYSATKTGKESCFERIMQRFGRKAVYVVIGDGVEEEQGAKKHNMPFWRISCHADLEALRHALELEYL
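Eya2 protein (added as 0.2 uM solution) was preincubated with compound for 10 min at ambient temperature in 50 mM HEPES pH 7.5, 50 mM NaCl, 5 uM MgCl2, 0.05% BSA, 1 mM DTT. OMFP (added at 50 uM) then reacted 10 min; fluorescence read at 485/525 nm.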
BRCA1 expr up: BRCA1 expression activation; Potency, µM (top dose mostly 46.1 µM), inactives show top-dose activation, usual class: activators; MCF7-BRCA1-FFLuc reporter, luminescence, 48 h; response scale: scaled: vehicle 0%, 10 µM genistein 100%; actives 1.1% (n = 380,000); note: potency is the fitted concentration of half-maximal effect; nearly all actives have a fitted effect of over 80% in size; some results filed as inactive show a strong effect at the top dose
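Activators of BRCA1 expression were detected as increased firefly luciferase luminescence in engineered MCF7 cells after 48 h compound incubation. Signals were scaled to genistein 10 microM as full activation.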
ASM inhibitor: human S-ASM enzyme inhibition. P17405. placental ASM, HMU-PC fluorogenic substrate, 60 min. Potency, µM (highest dose often 57.5 µM), without a hit: at the highest dose activity change, negative = inhibition, hits mostly inhibitors. actives 0.006% (n = 340,000). AID 504937; note: potency is the fitted concentration of half-maximal effect
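Steps: dispense placental human ASM, pin compound, wait 10 min at room temperature, add HMU-PC0 substrate at 9 uM final, incubate 60 min at 37 °C, add stop solution raising pH to 10, read fluorescence.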
a7 integrin act: activators of alpha7 integrin expression for muscular dystrophy; alpha7betagal myoblasts, beta-gal FDG fluorescence, 48 h; Potency, µM (doses to about 38.3 µM), for the others: top-dose activation, most hits filed as activators; actives 0.064% (n = 350,000); AID 624291;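 note: potency is the fitted concentration of half-maximal effect; 100% = response of the positive control SU9516; nearly all actives have a fitted effect of over 60% in size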
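Alpha7betagal+/- myoblasts (passage 13) were plated 16-24 hr, then exposed to compounds (1:260 dilution of DMSO stock) for 48 hours at 37C. After MPER lysis, β-galactosidase reporter activity was read as FDG fluorescence (ex 480/em 540) after 30 minutes.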
ELG1 genotoxic: genotoxicity induction in ELG1-luciferase HEK293T cells; Potency, µM (series often up to 46 µM), without a hit: top-dose activity change, positive = activation, actives largely listed as activators; HEK293T ELG1-luciferase reporter, luminescence, 16 h; actives 1.3% (n = 330,000); note: potency is the fitted concentration of half-maximal effect; % of control where 0% means no effect; nearly all actives have a fitted effect of over 60% in size
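Quantitative HTS format in 1536-well plates. HEK293T ELG1-luciferase reporter cells receive test compound and are incubated 16 hr at 37 °C, 5% CO2; ONE-Glo added, 30 min room temperature, then luminescence read.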
B2AR arrestin: beta2AR (human) beta-arrestin recruitment activity; P07550; beta-arrestin recruitment to beta2AR, cell-based reporter; Potency, µM (highest dose often 46.1 µM), for inactives: top-dose activation, actives largely listed as activators; actives 0.02% (n = 330,000); AID 492947;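 note: potency is the fitted concentration of half-maximal effect; 0% = DMSO controls and full agonism = EC100 isoproterenol or metaproterenol; nearly all actives have a fitted effect of over 65% in size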
TRPV1 ag: activates the human vanilloid receptor TRPV1; Q8NER1; TRPV1-expressing cells, Fluo-8 calcium influx, agonist mode; activation, % at 8.33 µM; actives 0.19% (n = 320,000); AID 540275; in the data active = activation above about 80%; inconclusive = between about 30% and that limit; note: 0% is about no effect
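Fluo-8 calcium influx in TRPV1-expressing cells, kinetic read (ex 480/em 520 nm). Compound added and read 3 min for agonist activity, followed by capsaicin at EC20 final and 2 min further read for enhancement.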
* = called active by the depositor; i = inactive; ? = inconclusive; · = not tested or not shown; [ ] = remark or other dose. Unless noted, calls come from the whole dose curve; as a rule, active = well fitted curve in the direction sought with a large enough effect; inconclusive = small, poorly fitted or top-dose-only effect, or another doubt; inactive = no such curve, though single readings can be large; an effect the other way counts as inactive or inconclusive.

SMILES	p53 reactivation	USP2a inh	PTAP TSG101 blk	uPA generation	Eya2 inh	BRCA1 expr up	ASM inhibitor	a7 integrin act	ELG1 genotoxic	B2AR arrestin	TRPV1 ag
CCOc1ccccc1N(CC(=O)NCC1CCCO1)C(=O)CCC(=O)Nc1nccs1 (stereo unspecified)	0%	0%	0%	2%	?	0%	-1%	18%	-2%	0.5%	1
CCOC(=O)/C(=N\Nc1ccc(Br)cc1)N1CCN(c2ccccc2OC)CC1	-1%	2%	-8%	1%	11%	-29%	-12%	-6%	-9%	0.1%	-1
CCCCNC(=O)C1CCC(=O)N1CCc1ccccc1 (stereo unspecified)	-1%	4%	-1%	-1%	8%	-3%	-1%	4%	-3%	0.1%	-4
S=C(S)OC1CC2CC1C1CCCC21 (stereo unspecified)	·	·	-1%	15%	11%	10%	-1%	·	·	·	·
COc1ccc(-c2nnc(C)c3nocc23)cc1	9%	1%	-3%	0%	-7%	12%	-9%	0%	1%	-0.2%	1
O=S(=O)(c1ccccc1)N1C2CCC1CC(O)(c1cccnc1)C2 (stereo unspecified)	3%	2%	-6%	2%	-9%	1%	3%	18%	3%	-0.1%	2
Cc1ccc(C2c3[nH]c4ccccc4c3C[C@H]3C(=O)N(c4ccccc4C(=O)N4CCC(C(=O)O)CC4)C(=O)N23)cc1 (stereo partly specified)	·	-1%	-4%	0%	-25%	-3%	-2%	-40%	0%	-0.1%	3
O=C(COc1ccc(F)cc1)NN1C(=O)CSC1=S	0%	4%	0%	4%	18%	4%	6%	23%	5%	-0.2%	-3
Cc1ccc2c(c1)NC(=O)C(CC(=O)NCCCN1CCc3ccccc3C1)O2 (stereo unspecified)	8%	-1%	-3%	-15%	-6%	0%	-5%	-22%	0%	-0.2%	2
COc1ccc(CCn2c(-c3ccncc3)n[nH]c2=S)cc1OC	1%	4%	-2%	0%	5%	-29%	3%	5%	0%	0.0%	1
Cc1cnc(C(=O)OCC(=O)Nc2cccc(C)c2C)cn1	2%	2%	1%	0%	5%	-23%	-1%	2%	1%	-0.1%	·
O=C(CCCCCN1C(=O)c2ccccc2C1=O)Nc1cccc(O)c1	15%	1%	-1%	3%	8%	-3%	5%	?	-5%	0.2%	?
CC(C)OCC1Cn2c(nc3c2c(=O)n(C)c(=O)n3C)O1 (stereo unspecified)	1%	0%	-5%	-1%	-4%	-16%	-3%	?	-1%	0.3%	1
O=C(NCCOC(=O)c1ccccc1)c1ccc([N+](=O)[O-])cc1	·	1%	-2%	-2%	-1%	4%	-3%	17%	4%	0.1%	?
COc1ccc(CCNC(=O)CC2SC(=NCCc3ccccc3)NC2=O)cc1 (stereo unspecified)	-7%	6%	-2%	-4%	6%	0%	0%	7%	1%	-0.9%	-3
Cc1cccc(/C=N/NC(=O)C(C)Nc2cccc3ccccc23)n1 (stereo unspecified)	3%	1%	-8%	9%	-19%	-2%	-2%	11%	?	-0.2%	6
O=C(COc1ccccc1)Nc1nnc(-c2ccc(Cl)s2)o1	3%	?	-1%	0%	15%	-1%	-2%	6%	0%	-3.6%	-4
Cc1c(C(=O)O)oc2c1C(O)CCC2 (stereo unspecified)	0%	2%	-1%	1%	7%	0%	1%	-10%[7.66 µM]	3%	-0.8%	0
O=C(c1nc2ccccn2c1CN1CCN(c2ccccc2O)CC1)N1CCCC1	-4%	-6%	-1%	·	-2%	-13%	-1%	0%	-7%	-0.3%	0
Cc1ccc(C(C)C)c(OCC(=O)Nc2ccc(N3CCOCC3)cc2N2CCOCC2)c1	-2%	-1%	-7%	20%	4%	-22%	-13%	-3%	-6%	-0.2%	15
CCCc1ccc(Oc2cn[nH]c2-c2ccc(O)c(C)c2O)cc1	-2%	0%	-6%	4%	-15%	-56%	?	-11%	?	0.4%	-5
O=C(Nc1ccc(N2CCOCC2)cc1)c1cnccn1	-7%	3%	-4%	-3%	-2%	-70%[inhibitor]	4%	-4%	?	-0.6%	-2
C(=Nc1ccccc1)c1ccc[nH]1	·	·	-2%	2%	·	0%	3%	11%	·	·	·
O=C(O)c1ccc(-n2c(=O)c3ccccc3c3ccccc3c2=O)cc1	-3%	1%	0%	3%	5%	-4%	2%	-15%	13%	0.3%	0
CCCCCn1c(-c2ccco2)nc2nc3ccccc3nc21	-11%	4%	0%	-4%	-20%	-40%	i	7%	-26%	-0.1%	17
CCC(CO)Oc1cc(NCc2ccc(C(C)(C)C)cc2)c2ncn(C(C)C)c2c1 (stereo unspecified)	-3%	1%	-12%	?	2%	-66%	-13%	-19%	-2%	-0.1%	·
Cc1cccc(C)c1NC(=O)N1CCCC1C(=O)Nc1ccc(-n2cnnn2)cc1 (stereo unspecified)	-2%	0%	-1%	-2%	1%	-19%	-1%	11%	-3%	-0.6%	1
O=C(Nc1cccc(C(=O)O)c1)/C(=C/c1ccc2c(c1)OCO2)NC(=O)c1cccc(Br)c1	0%	1%	1%	1%	-2%	27%	-1%	-3%	0%	0.3%	2
COCc1c(C(=O)N/N=C(/C)c2ccc(OCc3ccccc3)cc2)nnn1-c1nonc1N	?	1%	-5%	-3%	-12%	106%	0%	10µM*	22%	-0.9%	1
CCOC(=O)C1CCN(C(=O)CN2C(=O)COc3ccc(C(C)(C)C)cc32)CC1	-7%	0%	-2%	-4%	-7%	-21%	-6%	?	-6%	-0.3%	12
O=C(O)CNC(=O)C12CC3CC(CC(Cl)(C3)C1)C2	5%	-2%	1%	0%	1%	13%	-8%	4%	1%	-0.4%	0
C[C@H](CO)N1C[C@H](C)[C@@H](CN(C)S(=O)(=O)c2ccccc2)Oc2ccc(NS(=O)(=O)c3ccccc3)cc2C1=O	-1%	1%	-3%	-14%	-24%	-20%	4%	-3%	-1%	-0.4%	·
COc1ccc(CNC(=O)C2CC(c3cccc(OC)c3)=NO2)cc1 (stereo unspecified)	?	0%	3%	·	-7%	8%	-1%	17%	·	-0.7%	-8
CCN(CC)C1CC(=O)N(c2ccc(Br)cc2)C1=O (stereo unspecified)	?	-3%	0%	-4%	-6%	0%	1%	-19%	1%	-1.0%	2
CCCN1CCN(CC(O)COC(c2ccc(OC)cc2)c2ccc(OC)cc2)CC1 (stereo unspecified)	0%	1%	-5%	-8%	0%	-24%	0%	-15%	-4%	0.2%	-8
CCOc1ccc(NC(=O)C2C(c3ccccc3)C2(Cl)Cl)cc1 (stereo unspecified)	·	-5%	0%	-2%	-6%	33%	-5%	7%	-7%	-0.2%	?
CCn1c(O)c(/C=N/n2cnnc2)sc1=S	12%	1%	1%	10%	-5%	27%	-6%	7%	5%	0.4%	-1
COc1cc(Cl)c(C)cc1NC(=O)CNC(=O)Cn1cnc2ccccc2c1=O	9%	2%	-5%	·	2%	-21%	-2%	-22%	-2%	0.1%	-2
CCCOC(=O)c1c(NC(=O)CCCn2nc([N+](=O)[O-])c(Cl)c2C)sc(C(=O)OC)c1C	0%	2%	-2%	-3%	-5%	-29%	-6%	6%	-6%	0.3%	-3
CN(C(=O)CSc1nc2ccccc2n1CCc1ccccc1)C1CCS(=O)(=O)C1 (stereo unspecified)	-2%	0%	-5%	6%	10%	20%	1%	17%	-3%	-0.3%	?
Cc1cccnc1NC(=O)C1CCN(S(=O)(=O)c2cccs2)CC1	-2%	3%	-4%	-1%	16%	-12%	2%	14%	1%	0.5%	-5
COc1cc2cc(Oc3ccc4ccc(=O)oc4c3)c(=O)oc2cc1O	8%	-3%	0%	-2%	6%	18%	53%	3%	1%	-0.7%	-1
CCCCCN(C(=O)COC(=O)Cc1c(C)nc2ccccc2c1C)c1c(N)n(CCCC)c(=O)[nH]c1=O	-4%	-1%	-2%	18%	-9%	-30%	·	-1%	4%	0.1%	1
c1ccc(CCN(Cc2ccccc2)C2CCN(C3CCCC3)CC2)cc1	12%	3%	1%	-6%	-13%	-29%	4%	-24%	-7%	0.3%	7

Reformatted with each value named: entries from further up.
> O=C(COc1ccccc1)Nc1nnc(-c2ccc(Cl)s2)o1
- p53 reactivation = 3%
- USP2a inh = ?
- PTAP TSG101 blk = -1%
- uPA generation = 0%
- Eya2 inh = 15%
- BRCA1 expr up = -1%
- ASM inhibitor = -2%
- a7 integrin act = 6%
- ELG1 genotoxic = 0%
- B2AR arrestin = -3.6%
- TRPV1 ag = -4

> Cc1c(C(=O)O)oc2c1C(O)CCC2 (stereo unspecified)
- p53 reactivation = 0%
- USP2a inh = 2%
- PTAP TSG101 blk = -1%
- uPA generation = 1%
- Eya2 inh = 7%
- BRCA1 expr up = 0%
- ASM inhibitor = 1%
- a7 integrin act = -10%[7.66 µM]
- ELG1 genotoxic = 3%
- B2AR arrestin = -0.8%
- TRPV1 ag = 0
